# RPL19A-GFP yeast: RPL19A-GFP expression modulators in yeast, primary screen, cell-based, S. cerevisiae, multiplex flow cytometry, MLPCN. S. cerevisiae RPL19A-GFP strain, 3 h; hits give low values. percent response vs DMSO, % at 10 µM. 330,000 compounds, 0.3% hits. AID 2025, 2009;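 active means percent response vs DMSO below 50%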;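 further: median channel GFP fluorescence of the barcoded RPL19A-GFP strain; ratio of sample median GFP to plate DMSO average so 100% = DMSO; lower means less RPL19A-GFP as with rapamycin TOR inhibition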
# LAP4 TOR yeast: modulators of LAP4-GFP expression in yeast, primary screen, S. cerevisiae, multiplex flow cytometry, MLPCN library. 320,000 compounds, 0.34% hits. 3 h; median GFP as percent of DMSO wells. GFP response vs DMSO, % at 10 µM;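 active means GFP response vs DMSO above a set limit, about the screen mean plus 3 SD, cut at about 150% in these data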
# CR mimetic SO: reduction of superoxide in aged yeast, primary screen, HTS | S. cerevisiae aged cells, superoxide DHE fluorescence; hits give low values | superoxide response (% of plate mean), % at 10 µM | 330,000 compounds, 0.18% hits;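 active means superoxide response under a set limit, about three screen SD below normal, cut at about 65% in these data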;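 further: yeast aged for seven days with compound at 30 °C before DHE staining; 100% = average MFI of all compound-treated wells on the plate with controls excluded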
# proCasp7 act: procaspase-7 activators, primary screen, counter-screen for procaspase-3 activator project, biochemical, absorbance, HTS, human | Caspase-7 (Homo sapiens), P55210 | recombinant procaspase-7, Ac-DEVD-pNA absorbance 405 nm; D23A/D198A/D206A triple mutant, cannot self-cleave; scale: DMSO 0, 5 µM enzyme 100 | activation, % at 8.5 µM | 330,000 compounds, 0.093% hits;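 active means percent activation above the screen-wide mean plus 3 SD, cut at about 25% in these data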
# Target sequence (P55210 whole entry D23A/D198A/D206A): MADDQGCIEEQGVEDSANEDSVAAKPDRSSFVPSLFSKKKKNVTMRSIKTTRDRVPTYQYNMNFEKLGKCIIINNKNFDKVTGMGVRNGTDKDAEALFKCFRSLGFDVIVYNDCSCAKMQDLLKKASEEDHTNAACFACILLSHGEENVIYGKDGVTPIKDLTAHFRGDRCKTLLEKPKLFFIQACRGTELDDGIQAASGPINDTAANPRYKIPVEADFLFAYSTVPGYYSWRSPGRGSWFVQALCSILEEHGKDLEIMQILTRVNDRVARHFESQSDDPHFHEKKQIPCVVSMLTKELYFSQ
#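 Material: Procaspase-7 triple mutant (PC-7 D3A) | Quantity: 2 µM procaspase-7 mutant as dispensed | Reagent: DEVD-pNA substrate | Times: 1 h preincubation, 2 h reaction | Technique: 405 nm absorbance of p-nitroaniline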
# GASC-1 inh: inhibitors of GASC-1 histone demethylase, primary screen, biochemical, fluorescence, DELFIA europium; inhibition, % at 2.35 µM; GST-JMJD2C(1-420) H3K9me3 demethylation; Lysine-specific demethylase 4C (Homo sapiens), Q9H3R0; 330,000 compounds, 0.069% hits;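 active means more than half of a compound's replicate wells show inhibition beyond 50%, single wells judged on their own value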;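 further: signal counts dimethyl H3K9 product captured on neutravidin plate; 0% = median of DMSO wells and 100% = 0.3 times that DMSO median; strong numbers were not always called active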
# Target sequence (Q9H3R0 1-420 limits assumed): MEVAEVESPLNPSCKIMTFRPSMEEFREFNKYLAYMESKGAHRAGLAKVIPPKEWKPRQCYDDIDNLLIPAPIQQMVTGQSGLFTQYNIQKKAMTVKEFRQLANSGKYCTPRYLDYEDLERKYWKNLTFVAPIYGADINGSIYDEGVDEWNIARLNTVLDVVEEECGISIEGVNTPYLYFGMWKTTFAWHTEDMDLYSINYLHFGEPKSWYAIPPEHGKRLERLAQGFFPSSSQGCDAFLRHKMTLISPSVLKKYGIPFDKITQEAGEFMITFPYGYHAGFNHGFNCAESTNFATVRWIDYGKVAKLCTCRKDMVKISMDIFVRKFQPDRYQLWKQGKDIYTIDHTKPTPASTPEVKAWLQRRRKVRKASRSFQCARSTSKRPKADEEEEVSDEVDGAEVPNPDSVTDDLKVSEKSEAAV
# MEP2 TOR yeast: modulators of MEP2-GFP levels in yeast, primary screen, S. cerevisiae, multiplex flow cytometry, MLPCN library; S. cerevisiae MEP2-GFP strain, 3 h; 100% = DMSO control level; GFP response vs DMSO, % at 10 µM; 330,000 compounds, 0.51% hits; AID 2016, 2009;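 active means GFP response versus DMSO above a set limit, roughly screen mean plus 3 SD, cut at about 180% in these data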;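 further: median GFP fluorescence of the barcode-gated MEP2-GFP cells per well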
# proCasp3 act: activators of human procaspase-3 D3A mutant, primary screen, biochemical, absorbance, PC-3 D3A mutant, single concentration | Caspase-3 (Homo sapiens), P42574 | recombinant procaspase-3 D3A, Ac-DEVD-pNA absorbance 405 nm | activation, % at 8.5 µM | 330,000 compounds, 0.11% hits;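 active means activation above the mean of all tested compounds plus 3 SD, cut at about 21% in these data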;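 further: 0% = DMSO alone and 100% = DMSO wells spiked with extra 5 µM PC-3 D3A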
# Target sequence (P42574 whole entry D9A/D28A/D175A): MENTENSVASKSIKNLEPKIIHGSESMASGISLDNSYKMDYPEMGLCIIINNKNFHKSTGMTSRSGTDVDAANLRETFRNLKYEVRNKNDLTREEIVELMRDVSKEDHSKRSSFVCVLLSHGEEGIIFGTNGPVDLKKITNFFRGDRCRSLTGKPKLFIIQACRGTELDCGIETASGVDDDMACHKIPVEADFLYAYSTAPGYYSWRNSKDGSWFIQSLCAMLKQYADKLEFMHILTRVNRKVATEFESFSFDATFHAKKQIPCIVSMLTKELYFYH
#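 Assay system: Autoprocessing-dead procaspase-3 D3A mutant enzyme; also added: Ac-DEVD-pNA; doses: one concentration, 8.5 µM nominal, 0.8% DMSO; times: 1 h compound preincubation, 2 h substrate hydrolysis at 25 °C; technique: 405 nm absorbance of p-nitroaniline, reads at 0 and 120 min; measure: % activation between DMSO and enzyme-spiked controls; repeats: single replicate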
# AHR act: AHR activators, primary screen, cell-based, luminescence, luciferase reporter, human. Aryl hydrocarbon receptor (Homo sapiens), P35869. AHR-responsive luciferase reporter cells. activation, % at 5 µM. 320,000 compounds, 2.5% hits; in the data active means activation above about 47%;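 further: 0% = vehicle wells and 100% = reference agonist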
# Active calls of the source: *; / = no result given; [ ] = another dose, or the depositor's remark.
SMILES	MEP2 TOR yeast	LAP4 TOR yeast	RPL19A-GFP yeast	AHR act	proCasp3 act	GASC-1 inh	CR mimetic SO	proCasp7 act
O=C(Nc1cccc(C(F)(F)F)c1)C1=CC=CN2CCS(=O)(=O)N=C12	99	106	102	3	-1	3	146	-2
CC1CC(C)CN(CCCNC(=O)C2CCCN(c3ncnc4c3nc3n4CCCCC3)C2)C1 (stereo not drawn)	110	103	101	-1	0	-29	113	6
COc1cc(CC(=O)NC(c2ccccc2)c2ccccc2)cc(OC)c1OC	112	99	107	-1	2	-16	95	-1
Nc1ccc(-c2sc(N)nc2-c2ccccc2)cc1	95	100	100	4	4	-9	102	12
O=C(COC(=O)/C=C/c1ccccc1)NCCc1ccc(F)cc1	94	104	96	1	-6	-3	111	-3
Cc1cc(C)c(S(=O)(=O)N(C)c2ccccc2)c(C)c1	108	92	102	-10	-1	-5	115	8
CCc1noc(C)c1C(=O)NNC(=O)COc1ccc(C)cc1	104	107	106	0	3	4	70	6
COc1ccc(C(=O)NCC(=O)OCn2nnc3ccccc3c2=O)cc1OC	93	100	96	3	9	-27	96	2
CCCn1c(=O)c2c(c3ccccc31)OC(C)C(=O)N2 (stereo not drawn)	104	100	103	30	10	2	109	7
CCOC(=O)c1cnc(SC)nc1N1CCCC1	86	110	91	1	0	15	93	7
COc1ccc(NC(=O)COc2ccc(/C=N/n3c(C)nnc3C)cc2OC)cc1	88	89	86	2	-2	-6	110	9
COC(=O)/C(=C\Nc1ccccc1)NC(=O)c1ccc(Cl)cc1Cl	91	89	87	1	-4	-18	103	1
COc1ccc(Br)cc1C(=O)O	112	114	102	4	-1	3	98	-5
Nc1cc(OC(=O)c2ccc(F)cc2)nn1S(=O)(=O)c1ccc(F)cc1	88	98	96	0	-27	-1	93	-34
COc1ccc(S(=O)(=O)N(C)CC(=O)Nc2ccccc2C(F)(F)F)cc1OC	98	90	88	-2	3	4	109	0
Cc1ccccc1NC(=O)NC1(C(=O)N2CCN(C)CC2)CCCCC1	282*[may fluoresce violet]	91[may fluoresce violet]	45*[may fluoresce violet]	-1	-8	-3	96	-13
CCC(C)(C)c1ccc(Oc2ccc(NC(=O)COC(=O)C3=COCCO3)cc2)cc1	98	103	101	-11	5	-6	109	1
COC(=O)c1ccc(CSc2nc(-c3ccco3)cc(C(F)(F)F)n2)o1	106	106	99	0	6	0	90	5
CCOC(=O)C1CCN(C(=O)/C=C/c2ccc(OC)cc2)CC1	95	100	89	12	-2	1	96	7
O=S(=O)(Nc1ncnc2sccc12)c1cccc(F)c1	110	106	96	16	-7	-3	131	6
COc1cc(CC(NC(C)=O)C(=O)NC2CCN(c3nc(C)cc(C)c3C#N)CC2)cc(OC)c1 (stereo not drawn)	113	101	101	0	-6	30	103	3
C=C1CSc2nc(=O)c3c4c(sc3n21)CCC4	101	105	97	1	-3	-10	116	5
O=C(N1CCCCC1)C1(c2ccccc2)CCCCC1	94	81	101	-2	-1	8	88	6
CC(=O)N(C)c1ccc(N=Nc2c(C)[nH]n(C(N)=S)c2=O)cc1	100	92	103	6	1	1	85	-2
CC(C)c1nnc(NC(=O)CSc2ccccc2)s1	105	100	98	27	0	-3	94	12

# Profiles, looked up by structure:
# Profile of C=C1CSc2nc(=O)c3c4c(sc3n21)CCC4 → MEP2 TOR yeast = 101; LAP4 TOR yeast = 105; RPL19A-GFP yeast = 97; AHR act = 1; proCasp3 act = -3; GASC-1 inh = -10; CR mimetic SO = 116; proCasp7 act = 5
# Profile of COc1ccc(Br)cc1C(=O)O → MEP2 TOR yeast = 112; LAP4 TOR yeast = 114; RPL19A-GFP yeast = 102; AHR act = 4; proCasp3 act = -1; GASC-1 inh = 3; CR mimetic SO = 98; proCasp7 act = -5

# Next part
SMILES	MEP2 TOR yeast	LAP4 TOR yeast	RPL19A-GFP yeast	AHR act	proCasp3 act	GASC-1 inh	CR mimetic SO	proCasp7 act
C#CCN(C(=O)Nc1ccccc1)c1ccccc1	92	109	93	-2	-6	-1	98	7
O=C(c1ccc2[nH]c(=O)c(=O)[nH]c2c1)N1CCN(c2ccccc2)CC1	103	95	94	0	-6	6	90	5
O=C(NCc1ccccc1)c1cc2ccccc2oc1=O	106	88	106	1	0	3	95	12
NC1=NC(=O)/C(=C/c2ccc(OCC(=O)O)cc2)S1	105	111	104	/	/	2	98	/
Cn1c(CN2CCN(c3ccccc3NS(C)(=O)=O)CC2)nc2ccccc21	104	91	102	2	4	-3	97	11
O=C(Nc1ccccc1Cl)c1cccc(NC(=O)C2C3CC4OC(=O)C2C4C3)c1 (stereo not drawn)	98	93	96	1	-7	4	89	-12
Cc1cc(CN(C)C(=O)c2ccc3nc(Cc4ccccc4F)oc3c2)n[nH]1	101	96	99	-7	1	3	101	12
CCOc1ncccc1C(=O)Nc1ccc(F)c(F)c1	105	91	100	60*	2	-8	88	5
CCOC(=O)CSc1nc(C)cc(C)c1C#N	90	87	88	-2	-5	3	105	2
CSCC[C@H](NC(=O)[C@@H]1Cc2ccccc2CN1)C(=O)Nc1ccc2c(c1)OCO2	107	97	99	4	4	14	98	-3
O=C(OCc1nc2ccccc2s1)C1CCN(C2=NS(=O)(=O)c3ccccc32)CC1	100	107	97	10	-1	-3	99	4
Cc1cccc(-c2ncc(CN3CCCC(CO)(Cc4ccccc4C)C3)cn2)c1 (stereo not drawn)	109	99	105	1	-1	0	110	-6
S=C(Nc1ccccc1)N1CCCCCC1	101	94	100	1	7	108	92	5
Cc1noc(C)c1C(=O)OCC(=O)Nc1ccccc1Oc1ccccc1	101	104	92	1	-1	1	107	-8
Cc1cc(Br)cc(/C=N/NC(=O)c2ccc3c(c2)OCO3)c1O	99	84	102	62*	-23	2	106	-48
Cc1ccc(C(=O)COC(=O)CCC(=O)Nc2cc(Cl)ccc2Cl)cc1[N+](=O)[O-]	102	103	100	2	2	9	101	4
O=C1C=C(c2cccc3c2Oc2ccccc2S3)C[C@@H](c2ccc(Cl)cc2)C1	92	98	93	2	3	1	102	9
N#CCSc1nnc(COc2cccc3ccccc23)n1-c1ccccc1	99	102	107	2	-1	1	101	4
CC(NC(=O)c1ccnc(C(C)(C)C)c1)c1ccccc1 (stereo not drawn)	99	100	100	0	-9	/	99	2
O=C(O)c1ccc(NS(=O)(=O)c2ccc(Cl)c(C(=O)Nc3ccccc3[N+](=O)[O-])c2)cc1	101	99	103	1	0	-11	99	12
O=C(CN(C(=O)CNS(=O)(=O)c1ccccc1)c1ccc2c(c1)OCCO2)NC1CCCCC1	98	98	99	2	0	11	93	9
Cc1cc(C)nc(SCc2nnc(SCC(=O)O)n2-c2ccccc2)n1	101	108	98	7	2	-15	103	-5
CCOC(=O)CSc1nc2sc(C)c(C)c2c(=O)n1C	105	115	106	0	-9	-40	66	1
COCCCNC(=S)N(CCCN(C)C)Cc1cc2cc3c(cc2[nH]c1=O)OCCO3	114	91	107	6	-1	-4	105	-8
C/C(=N/OC(=O)c1ccc(Br)cc1)c1ccc(C)cc1	104	99	106	-3	5	-17	112	-14

# Exported with two lines to a compound: part of the list above.
# Fields: MEP2 TOR yeast, LAP4 TOR yeast, RPL19A-GFP yeast, AHR act, proCasp3 act, GASC-1 inh, CR mimetic SO, proCasp7 act
O=C1C=C(c2cccc3c2Oc2ccccc2S3)C[C@@H](c2ccc(Cl)cc2)C1
 : 92, 98, 93, 2, 3, 1, 102, 9
N#CCSc1nnc(COc2cccc3ccccc23)n1-c1ccccc1
 : 99, 102, 107, 2, -1, 1, 101, 4

# Back to the main list with the 2 entries that preceded the break.
SMILES	MEP2 TOR yeast	LAP4 TOR yeast	RPL19A-GFP yeast	AHR act	proCasp3 act	GASC-1 inh	CR mimetic SO	proCasp7 act
COCCCNC(=S)N(CCCN(C)C)Cc1cc2cc3c(cc2[nH]c1=O)OCCO3	114	91	107	6	-1	-4	105	-8
C/C(=N/OC(=O)c1ccc(Br)cc1)c1ccc(C)cc1	104	99	106	-3	5	-17	112	-14
CCn1c(C)cc(/C=C2/NC(=O)N(Cc3ccccc3F)C2=O)c1C	107	92	99	84*	-8	2	89	-1
Cn1nnc(NC(=O)c2cccc(F)c2)n1	100	93	96	2	6	-15	98	6
CC1(C#N)c2ccccc2C(Br)=CN1C(=O)c1ccccc1 (stereo not drawn)	86	121	102	3	8	5	101	3
O=C(CSc1nnc(Nc2ccccc2)s1)NN1C(=O)NC2(CCCCC2)C1=O	107	101	104	-1	6	20	95	12
Cc1n[nH]c(=O)c2c(NC(=O)CSc3ncccn3)oc(C)c12	101	93	101	9	-16	1	96	-10
Cc1ccccc1SCC(=O)NC1CCOC1=O (stereo not drawn)	115	115	108	2	-5	4	93	-6
O=C(O)c1cc2ccccc2c(N=Nc2cccnc2)c1O	104	100	103	10	-5	5	119	-3
O=C(Nc1nc(=O)n(C(=O)c2cccc(C(F)(F)F)c2)s1)c1ccccc1	97	117	99	1	6	4	94	2
C/C(=N\NC(=O)Cc1ccc(Cl)cc1)c1cccc(NC(=O)c2cccnc2)c1	98	71	113	/	/	-7	110	/
O=C(COC(=O)CNS(=O)(=O)/C=C/c1ccccc1)Nc1cccc2ccccc12	120	97	97	1	4	-10	115	11
COc1ccc(CC(=O)N2CCN(c3ccccc3OC)CC2)cc1	99	93	101	4	9	-1	102	3
COCCCn1c(=O)/c(=C\c2ccc(OC(F)F)c(OC)c2)s/c1=C(/C#N)C(N)=O	99	104	98	-2	2	-5	99	-2
Cc1ccc(C(c2nnnn2C2CCCCC2)N2CCN3CCCC3C2)cc1 (stereo not drawn)	105	108	103	1	-4	-12	89	7
Cc1cccc(N2CC(C(=O)Nc3ccc(N4CCOCC4)cc3)CC2=O)c1C (stereo not drawn)	105	99	97	2	2	-4	83	-11

# A few values from the list.
# In LAP4 TOR yeast, `CCn1c(C)cc(/C=C2/NC(=O)N(Cc3ccccc3F)C2=O)c1C` has 92
# In LAP4 TOR yeast, `Cc1ccccc1SCC(=O)NC1CCOC1=O` (stereo not drawn) has 115
# In LAP4 TOR yeast, `C/C(=N\NC(=O)Cc1ccc(Cl)cc1)c1cccc(NC(=O)c2cccnc2)c1` has 71

# High-throughput results: PubChem BioAssay, several laboratories
